L929 necroptosis – L929 zVAD cell death inhibition; L929 zVAD necroptosis rescue, ATP luminescence, 24 h; with zVAD 60 µM; viability rescue, % at 10 µM; hit rate 0.38% among 220,000;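 active = activation, scaled between plate controls, above about 75%, limit read from the data; inactive = activation under that limit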;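 note: 0% = zVAD with DMSO and 100% = DMSO alone without zVAD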
Runt-CBFb FRET – inhibitors of human RUNX1 Runt domain binding to CBFb; Cerulean-Runt/Venus-CBFb FRET ratio 530/480, 1 h; inhibition, % at 20 µM; hit rate 0.46% among 220,000;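 active = inhibition over about 50% at 20 µM in the single-dose screen, limit read from the data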;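 note: 0% = DMSO wells and 100% = excess unlabeled CBFb competitor control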
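Assay system: Cerulean-Runt domain fusion protein, energy donor; Signal: fluorescence energy transfer, 422 nm excitation, 530/480 nm emission; Timing: 1 h compound exposure, room temperature; Control set: unlabeled CBFb; Medium: Tris buffer pH 7.5 with salts and BSA; Compound: single test concentration of 20 µM, 1% DMSO final; Probe or stimulus: Venus-CBFb 100 nM.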
NCF1 inh – p47phox (human) inhibition | p47phox/p22phox peptide binding, fluorescence polarization, 2 h | inhibition, % at 24.7 µM | hit rate 0.53% among 220,000;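 active = inhibition above about 30%, limit read from the data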;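 note: 0% = p47phox with labelled peptide and 100% = labelled peptide alone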
Target sequence (P14598 whole entry, looked up): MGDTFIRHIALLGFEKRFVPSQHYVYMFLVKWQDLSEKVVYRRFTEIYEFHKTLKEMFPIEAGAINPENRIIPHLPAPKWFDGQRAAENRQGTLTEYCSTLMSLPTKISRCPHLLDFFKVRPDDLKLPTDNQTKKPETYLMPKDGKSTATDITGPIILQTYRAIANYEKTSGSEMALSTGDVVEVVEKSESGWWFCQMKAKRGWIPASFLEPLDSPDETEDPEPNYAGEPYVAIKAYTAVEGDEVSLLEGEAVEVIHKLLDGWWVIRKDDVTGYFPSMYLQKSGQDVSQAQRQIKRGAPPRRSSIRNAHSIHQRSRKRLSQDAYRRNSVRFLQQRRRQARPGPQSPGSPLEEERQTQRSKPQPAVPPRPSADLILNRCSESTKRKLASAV
Tb hexokinase – blocks Trypanosoma brucei hexokinase 1 activity | recombinant TbHK1, G6PDH-coupled NADH A340 | inhibition, % at 10 µM | hit rate 0.11% among 220,000 | AID 1430;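 active = inhibition of 50% or more in the single-dose primary screen; inactive = inhibition below 50%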
Runt-SMMHC FRET – inhibitors of human RUNX1 Runt domain binding to CBFb-SMMHC | Q01196+Q13951 | Cerulean-Runt/Venus-CBFb-SMMHC FRET ratio 530/480, 1 h | inhibition, % at 20 µM | hit rate 0.74% among 220,000 | AID 1434;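 active = mean inhibition across duplicate retests at 20 µM reaching about 50%, limit read from the data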;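 note: 0% = DMSO wells and 100% = wells with excess untagged CBFb-SMMHC; inhibitors lower the FRET ratio by blocking Runt binding to CBFb-SMMHC; some results filed as inactive read as strong as hits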
MDM2 E3 inh – blocks human Mdm2 ubiquitin ligase activity | AID 1230 | cell-based MDM2 ubiquitination luciferase reporter, 2 h; 0 = plate control, 100 = twice control, blank-subtracted | Q00987 | signal enhancement, % at 5 µM | hit rate 0.11% among 210,000;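 active = signal enhancement of 30% or more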;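 note: luminescence tracks abundance of the self-degrading MDM2-luciferase fusion protein; higher signal means inhibition of MDM2 E3 ligase activity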
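Assay system: stable mammalian line carrying autodegrading MDM2–luciferase fusion reporter; Input: 2000 cells in each well; Compound dosing: single-point 5 µM; Schedule: 2 h compound exposure at 37 °C; Signal: SteadyLite luciferase luminescence after 15 min room-temperature reagent incubation; Evaluation: % luminescence enhancement versus blank-corrected plate control mean; Benchmarks: plate controls and plate blanks.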
EBV gp42 block – blocks Epstein-Barr virus glycoprotein 42 binding. AID 1085. Fluorescence polarization binding assay, mP read-out. hit rate 0.42% among 220,000. Q1HVG2. inhibition, % (tested at 21.74 µM); in the data active = inhibition above about 50%
Target sequence (Q1HVG2 whole entry, looked up): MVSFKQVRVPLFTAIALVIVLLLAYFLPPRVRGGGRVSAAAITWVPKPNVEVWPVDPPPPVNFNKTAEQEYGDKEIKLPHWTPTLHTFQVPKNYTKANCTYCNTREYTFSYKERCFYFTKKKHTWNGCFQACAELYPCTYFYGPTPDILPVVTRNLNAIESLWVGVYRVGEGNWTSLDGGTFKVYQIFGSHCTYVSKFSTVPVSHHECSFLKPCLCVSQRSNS
14-3-3 Bad inh – disrupts binding of bovine 14-3-3 zeta to phospho-Bad peptide; TR-FRET 14-3-3zeta/Dy647-pBad peptide displacement, 1 h; inhibition, % at 21.7 µM; AID 781; hit rate 0.71% among 220,000; P63103;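 active = inhibition above about 70%, limit read from the data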;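 note: 0% = full 14-3-3 plus peptide FRET controls and 100% = background without 14-3-3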
Target sequence (P63103 whole entry, looked up): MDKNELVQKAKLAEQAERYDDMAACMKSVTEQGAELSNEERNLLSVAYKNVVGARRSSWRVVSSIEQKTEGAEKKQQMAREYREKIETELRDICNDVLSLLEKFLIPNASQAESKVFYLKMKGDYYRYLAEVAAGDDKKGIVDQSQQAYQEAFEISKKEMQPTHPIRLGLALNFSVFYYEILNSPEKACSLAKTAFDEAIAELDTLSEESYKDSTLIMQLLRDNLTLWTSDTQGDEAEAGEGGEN
Hck-Nef inh – inhibitors of human Hck kinase activated by Nef; P08631; inhibition, % at 20 µM; hit rate 0.68% among 220,000; Recombinant Hck-YEEI plus Nef, Z-Lyte FRET kinase assay;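 active = Hck-Nef kinase inhibition above about 50%, limit read from the data; inactive = inhibition below that limit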;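 note: 0% = DMSO with Hck plus Nef and 100% = Hck alone without Nef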
* marks the source's active call; other numbers are inactive results; . = not tested or not shown; [ ] = another dose, or the depositor's remark.

Screens in order: L929 necroptosis, Runt-CBFb FRET, NCF1 inh, Tb hexokinase, Runt-SMMHC FRET, MDM2 E3 inh, EBV gp42 block, 14-3-3 Bad inh, Hck-Nef inh
CNC(=S)N(Cc1ccc2c(c1)OCO2)C1CC(=O)N(c2ccccc2)C1=O (stereo not given)
  -0.2, 1, -2, -6, 6, -4, 0, -9[fluorescence artefact?], -1
O=C(NCCOC(=O)C1COc2ccccc2O1)c1cccnc1 (stereo not given)
  -0.5, -2, -6, 3, 2, -18, -11, 30, 0
Cc1cc(C)n(CC(C)Nc2nc3nonc3nc2N2CCCCC2)n1 (stereo not given)
  3.6, -1, -4, -25, 4, -6, -10, -2, 21
COc1ccccc1N1CCN(C(=O)Nc2cccc(C)c2)CC1
  0.0, 0, -6, 4, -3, 4, -4, -6, 1
CCOc1cc(C(=O)OCC(=O)Nc2cc(C)on2)ccc1OCC(C)C
  0.7, 1, -3, -2, -4, -2, -4, -5, 20
CCCC(=O)C1=C(O)C(C(=O)OC)C(C)(C)CC1=Nc1ccccc1 (stereo not given)
  -0.4, -1, -8, -18, 3, 1, -2, 14, 0
CC1CN(C(=O)COC(=O)c2nn(-c3ccccc3)c(=O)c3ccccc23)CC(C)O1 (stereo not given)
  52, 0, 5, -2, 0, -6, -17, -11, 26
CN1C(=O)C(O)(CC(=O)c2cccc(-n3cccc3)c2)c2ccccc21 (stereo not given)
  -0.2, -1, -8, -8, -3, 1, -4, 8, 0
CN(C)C(CNC(=S)Nc1ccccc1Cl)c1cccnc1 (stereo not given)
  1.1, 0, 6, -1, 1, 2, -12, -9, -20
Cc1cc(C(=O)OCC(=O)Nc2nc(-c3ccccc3)cs2)c(C)o1
  0.6, -2, -10, 3, -1, -9, -12, 2, -1
COc1ccc(N2CCN(CC(O)COc3ccc([N+](=O)[O-])cc3)CC2)cc1 (stereo not given)
  1.0, -2, -2, -18, 1, 2, 8, 11[fluorescence artefact?], 2
O=C(CNC1C(=O)Nc2ccccc21)Sc1ccccc1 (stereo not given)
  1.4, 2, -11, 7, -5, -8, -12, -19, 5
COc1ccccc1OCCCCCc1c(C)n[nH]c1C
  0.0, 0, -8, -3, -2, -15, -8, 72*, 0
CCOCCCNC(=O)C(c1ccc(OC)cc1)N(Cc1ccc2c(c1)OCO2)C(=O)c1ccccn1 (stereo not given)
  1.7, -43, -5, 3, -4, -5, -15, -11, -1
Cc1ccc2c(c1)C(c1ccncc1)=NNC(c1ccc(F)cc1)=N2
  2.0, -1, -2, -3, 1, -10, -3, 1, 0
O=C(CCSc1ccccc1)Nc1nnc(-c2ccccc2)o1
  2.2, 3, -17, 7, -1, -38, -9, 4[fluorescence artefact?], 7
COc1ccc(NC2SC(=O)N(C)C2=O)cc1 (stereo not given)
  8.9, ., -11, -7, ., -3, -10, -6, 22
Cc1cc(-c2ccc(Cl)cc2)n2nc(N)nc2n1
  -0.3, 2, -8, -7, -1, -7, -10, -5, 1
CC(C)(C)n1nnnc1C(c1cccs1)N(Cc1ccccc1)Cc1cccnc1 (stereo not given)
  -0.4, -3, -9, 0, 0, -4, -6, 4, 1
Cn1c(SCc2ccccc2)nnc1-c1ccc2nonc2c1
  0.1, -1, -4, -9, -6, -9, -11, -9, 14
COc1ccc(OC)c2c1nc1n2CCS1
  0.5, 0, -14, 41, 2, -4, -11, -17[fluorescence artefact?], 6
CCOc1ccccc1N1CCN(Cc2ccc(OC)c(OC)c2OC)CC1
  -0.1, 0, 2, -3, -3, 2, -5, 62[fluorescence artefact?], 10
CCCN1CCN(S(=O)(=O)c2ccc(OC)c(Br)c2)CC1
  -0.3, 1, -9, 5, -1, -1, -17, 0, -21
O=C(Nc1c(-c2ccccc2)nc2ccccn12)c1ccco1
  0.2, 2, -19, -1, -4, -7, -8, -3, 2
COc1ccccc1NC(=S)NCCN1CCOCC1
  0.0, 1, -22, 21, 0, -4, -14, -15[fluorescence artefact?], 3
O=C(CSc1ncnc2nc[nH]c12)c1ccccc1
  -0.1, 1, 2, 1, -1, 3, 7, -1, -2
COc1ccc(C(=O)N2CC=C(c3ccccc3)CC2)cc1S(=O)(=O)N1CCOCC1
  1.8, -2, -15, -3, -1, 16, -23, -1, 0
Oc1ccccc1-c1nc(NCc2cccnc2)c2ccccc2n1
  73, -1, -26, 4, -4, -16, -11, 3, 46
O=C(c1ccc(N2CCN(S(=O)(=O)c3ccccc3)CC2)c([N+](=O)[O-])c1)N1CCOCC1
  0.7, 0, 2, 24, 1, 6, -15, 17, 9
CCCCCc1nnc(NC(=O)C2COc3ccccc3O2)s1 (stereo not given)
  1.8, 2, -2, 1, 3, -9, -3, -6, 17
CCCC1C(=O)N(c2ccccc2)C1c1ccccc1 (stereo not given)
  -0.1, -3, -2, -2, -1, -28, -33, 7, 3
O=C(NCCCN1CCOCC1)c1cccc(S(=O)(=O)N2CCc3ccccc3C2)c1
  0.6, 1, 0, 3, 1, -7, 20, 4, -7
N/C(=N\OC(=O)c1cnn(-c2ccccc2)c1C(F)(F)F)c1ccc(C(F)(F)F)cc1
  1.0, -2, -5, -7, -4, -6, -13, -13, 11
COc1ccccc1NC(=O)N1CCN(c2ncccn2)CC1
  -0.1, 0, -1, -4, -5, -2, -4, -3[fluorescence artefact?], -1
Cc1nc(C)c(Cc2ccccc2Cl)c(=O)[nH]1
  1.6, -3, -5, -4, -2, 12, -13, -6, -22
COC(=O)c1sccc1NC(=O)C1CC(C)=C(C)CC1C(=O)O (stereo not given)
  -0.1, 1, 3, -13, -1, -8, -10, -3, 1
Cc1sc2ncn(CC(=O)OC(C)C(=O)NC(C)(C)C)c(=O)c2c1C (stereo not given)
  0.4, 0, -11, -9, -7, -4, -11, 12[fluorescence artefact?], 2
COC(=O)c1cc(-c2ccc(Cl)cc2Cl)n[nH]1
  0.8, -1, 1, 6, 2, -86, -7, 16, 19
Cn1nnnc1SCc1c(F)cccc1F
  -0.1, 0, -7, 1, -3, -10, -1, 11[fluorescence artefact?], 3
Cn1c(-c2ccccn2)[n+](C)c2ccccc21
  2.9, ., 0, -4, ., -3, -16, -4, 20
COc1ccc(C(=O)Nc2nc3c(s2)Cc2cc(OC)ccc2-3)cc1
  -0.2, 10, 16, -17, -6, 0, -7, 59[fluorescence artefact?], 2
COC(=O)c1ccc(CSc2nc3c(c(=O)n2-c2ccc(C)cc2)SCC3)o1
  -0.3, 0, -9, 0, 3, -8, 3, 8, 1
O=C(NCCc1c[nH]c2ccccc12)/C(=C\c1cccnc1)NC(=O)c1ccccc1Br
  0.6, 0, 5, -12, 0, -12, -7, -2, 20
CC(C)NC(=S)N/N=C/c1cccs1
  0.1, 0, -7, -64, -5, -15, 2, -13[fluorescence artefact?], 9
Cc1cc(C)cc(OCC(=O)N/N=C/c2ccncc2)c1
  1.2, 0, -15, 25, 2, -6, -7, -12[fluorescence artefact?], 3
COc1cc(Cl)c(C)cc1NC(=O)c1cc(S(=O)(=O)N(C)C)ccc1N1CCCC1
  0.8, -3, -6, -17, 0, -14, 6, 0, 0
O=C(Nc1ccccc1N1CCN(C(=O)c2ccccc2)CC1)c1cccc(Cl)c1
  -0.3, 10, -2, -3, 3, ., -3, 2, 21
CNC(=O)c1cc2c(=O)n3cccc(C)c3nc2n(C(C)C)c1=N
  0.0, 19, -9, -10, 60*, -16, -10, 0, 172*
COc1ccc(N=Nc2c(C)[nH][nH]c2=O)cc1
  73, -10, -3, -8, -14, -15, -11, -2, 60*
COc1cc(/C=C/C(=O)OCC(=O)N2CCN(C(=O)c3ccco3)CC2)ccc1O
  0.5, 2, -6, -23, 5, -19, -10, -8, 2
CN(C)C(=O)c1nnsc1Sc1ccc(Cl)cc1
  6.2, 1, 9, -5, -1, 24, -18, -13, 19
COc1ccccc1N1CCN(C(=O)C2CCC(Cn3c(=S)[nH]c4ccccc4c3=O)CC2)CC1 (stereo not given)
  -0.2, -2, -3, 1, -1, -3, -15, 3, 2
O=C(Nc1nc2ccccc2[nH]1)c1ccc(Cl)c([N+](=O)[O-])c1
  66, -2, -17, -4, -10, -2, -12, 35, 21
COc1ccc(OC)c(S(=O)(=O)NCCc2csc(-c3cccnc3)n2)c1
  -0.7, 2, -3, -4, -2, -8, -16, -2, 20
C=CCNC(=S)N/N=C/c1ccc(C(C)(C)C)cc1
  1.2, 2, 3, 11, 2, -7, -7, 2, -37
CC(C)c1nnc(N2C(=O)C(O)=C(C(=O)c3cccs3)C2c2ccccc2)s1 (stereo not given)
  0.2, 2, -29, -30, -9, -20, 126*, 5, -23
CC1CCC(N(CCCN)Cc2ccco2)CC1C (stereo not given)
  -2.8, 1, 0, 8, 0, -12, -20, -2, 17
Fc1cccc(Cl)c1Cn1nnc2c(NCc3ccccn3)ncnc21
  0.0, 0, 1, -11, -1, -23, -11, 5, 1
COC(=O)[C@@]1(Cc2ccc(F)cc2)[C@H]2c3cc(C(=O)N4CCCC4)n(CCc4c[nH]c5ccc(OC)cc45)c3C[C@H]2CN1C(=O)c1ccccc1
  0.1, -5, -82, -9, -7, ., -30, -2, -3
Cc1cccc(N2C(S)=C(C#N)C(=O)NC2c2ccco2)c1 (stereo not given)
  3.3, ., 3, -7, ., 12, -5, -7, 32
CC1(C)CC2(C)OC(=N)C1(C#N)C2(C#N)C#N (stereo not given)
  -0.8, -1, -10, -2, -2, 1, 7, 0, 2

An excerpt from above in order of SMILES length, high to low.
Screens in order: L929 necroptosis, Runt-CBFb FRET, NCF1 inh, Tb hexokinase, Runt-SMMHC FRET, MDM2 E3 inh, EBV gp42 block, 14-3-3 Bad inh, Hck-Nef inh
Cc1cc(C)cc(OCC(=O)N/N=C/c2ccncc2)c1
  1.2, 0, -15, 25, 2, -6, -7, -12[fluorescence artefact?], 3
COC(=O)c1cc(-c2ccc(Cl)cc2Cl)n[nH]1
  0.8, -1, 1, 6, 2, -86, -7, 16, 19
COc1ccccc1OCCCCCc1c(C)n[nH]c1C
  0.0, 0, -8, -3, -2, -15, -8, 72*, 0
